# From PubChem BioAssay
# GAA glycogen mod: alters human alpha-glucosidase cleavage of glycogen; P10253; recombinant GAA, glycogen substrate, Amplex Red glucose oxidase fluorescence; Potency, µM (series often up to 76.4 µM), for the others: top-dose activity change, negative = inhibition, hits mostly inhibitors; 300,000 compounds, 0.38% hits; AID 2100;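 also: 0% = full enzyme reaction and -100% = no-enzyme basal signal; the screen sought inhibitors and activators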
#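 Recombinant enzyme (4 nM final) with compounds titrated up to 77 uM and bovine liver glycogen (30 ug) in citrate pH 5.0, 0.01% Tween-20, 37 C 40 min. Released glucose detected by Amplex Red/glucose oxidase (Ex 573/Em 610); AC50 from Hill fits.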
# Tau fibril ThT: tau fibrillization inhibition (ThT binding) | P10636 | recombinant tau K18 P301L, heparin-induced fibrillization, ThT fluorescence | Potency, µM (titrated, usually from 57.4 µM), without a hit: top-dose activity, negative = inhibition, most hits filed as inhibitors | 270,000 compounds, 2.1% hits | AID 1460; also: % is scaled to controls: 0 for no effect and ±100 for the full control effect; nearly all actives have a fitted effect of over 55% in size
# Target sequence (P10636 561-689 P618L limits assumed): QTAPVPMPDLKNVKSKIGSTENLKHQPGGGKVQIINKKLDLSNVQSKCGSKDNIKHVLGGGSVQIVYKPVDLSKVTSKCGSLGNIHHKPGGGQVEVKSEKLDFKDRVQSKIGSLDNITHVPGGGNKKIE
#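 Recombinant human tau K18 fragment […] carrying P301L, 15 uM unlabeled plus 0.24 uM Alexa 594-labeled, was fibrillized with 20 uM heparin in 100 mM sodium acetate pH 7 for 6 hr at 37 C; 30 uM ThT fluorescence read after 1 hr.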
# aGal spleen mod: inhibits or activates alpha-galactosidase in human spleen homogenate | human spleen homogenate, 4MU-alpha-Gal fluorescence, 40 min | Potency, µM (titrated, usually from 80 µM), for the others: at the top dose activity change, negative = inhibition, hits mostly inhibitors | 240,000 compounds, 0.008% hits | AID 2107;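 also: 0% = enzyme with vehicle and -100% = no enzyme basal signal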
# Target sequence (P06280 32-429 limits assumed): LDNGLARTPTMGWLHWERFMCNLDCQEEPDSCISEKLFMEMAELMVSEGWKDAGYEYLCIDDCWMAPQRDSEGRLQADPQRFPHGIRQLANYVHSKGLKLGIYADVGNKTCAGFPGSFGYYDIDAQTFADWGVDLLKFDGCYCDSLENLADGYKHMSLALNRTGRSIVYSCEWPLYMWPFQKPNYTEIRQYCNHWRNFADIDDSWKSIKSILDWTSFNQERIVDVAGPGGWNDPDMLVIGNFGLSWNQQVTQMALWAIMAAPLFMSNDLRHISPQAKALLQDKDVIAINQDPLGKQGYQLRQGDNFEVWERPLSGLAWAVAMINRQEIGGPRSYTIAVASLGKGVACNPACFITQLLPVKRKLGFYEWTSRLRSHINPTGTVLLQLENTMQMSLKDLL
#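 qHTS titration in buffer at pH 5.0. Alpha-galactosidase activity in spleen homogenate was measured via 4-methylumbelliferone release from 1 mM fluorogenic substrate after 40 min at 37C and a pH 10 stop. AC50 came from Hill fits of control-normalized data.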
# Tau fibril FP: tau fibrillization inhibition (FP) | P10636 | K18 P301L tau heparin fibrillization, Alexa594 FP, 6 h | Potency, µM (titrated, usually from 57.7 µM), for inactives: at the top dose activity, negative = inhibition, actives largely listed as inhibitors | 280,000 compounds, 0.39% hits; also: % is scaled to controls: 0 for no effect and ±100 for the full control effect; nearly all actives have a fitted effect of over 55% in size
#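 Quantitative HTS format: compounds meet 15 uM recombinant K18 P301L tau and Alexa 594-tau tracer in 100 mM sodium acetate pH 7; 20 uM heparin triggers fibrillization at 37 C over 6 hr; FP gives the signal.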
# HTT ATP protect: cytoprotection in Huntington HTT-Q103 PC12 cell model. PC12 HTT-Q103 induced, cytoprotection, ATP luminescence, 40 h. Potency, µM (titrated, usually from 56.4 µM), without a hit: cytoprotection (ATP increase), actives largely listed as activators. 230,000 compounds, 0.14% hits;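 also: % of control where 0% means no effect; nearly all actives have a fitted effect of over 45% in size; toxic huntingtin expression switched on by the ecdysone agonist tebufenozide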
#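 Quantitative HTS on tebufenozide-induced (100 nM) PC12 cells expressing HTTQ103 exon 1–GFP; compounds tested as a concentration series; survival measured via cellular ATP.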
# aGlu spleen mod: inhibitors or activators of human alpha-glucosidase in spleen homogenate; 240,000 compounds, 0.006% hits; human spleen homogenate, 4-MU-alpha-glucoside fluorescence; P10253; Potency, µM (series often up to 79.9 µM), inactives show top-dose activity change, negative = inhibition, actives largely listed as inhibitors; AID 2112;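 also: 0% = enzyme with vehicle and -100% = no enzyme basal signal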
#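 Human spleen homogenate (1 ug) incubated with compounds and 1 mM 4-methylumbelliferyl-alpha-D-glucopyranoside in pH 5.0 citrate/phosphate buffer, 37 C, 40 min. Stopped at pH 10; 4-MU fluorescence (Ex 365/Em 440 nm); AC50 by Hill fit.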
# GAA inhib: inhibitors of human lysosomal alpha-glucosidase | AID 1466 | purified human GAA, 4-MU-alpha-glucoside fluorescence | 200,000 compounds, 0.005% hits | Potency, µM (titrated, usually from 76.9 µM), inactives show top-dose activity change, negative = inhibition, hits mostly inhibitors;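 also: plate controls were uninhibited enzyme wells for no effect and no-enzyme background for full effect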
#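 Fluorogenic assay: 4 nM human alpha-glucosidase with 400 uM 4-methylumbelliferyl-alpha-D-pyranoside in 50 mM citrate/phosphate, 0.005% Tween-20, pH 5.0, 20 min at room temperature. Compounds tested up to 77 uM; AC50 from Hill fits.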
# Tau fluor counter: counter-screen for tau fibril formation inhibitors; tau K18 P301L Alexa594 fluorescence, heparin fibrillization; Potency, µM (series often up to 57.7 µM), for the others: at the highest dose activity change, negative = decrease; 280,000 compounds, 0.93% hits; also: % is scaled to controls: 0 for no effect and ±100 for the full control effect; nearly all actives have a fitted effect of over 55% in size
#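 Human tau K18 P301L (15 uM unlabeled, 0.24 uM Alexa 594-labeled) in 100 mM sodium acetate pH 7 with 20 uM heparin, 6 hr at 37 C. ThT 30 uM added, 1 hr ambient; Alexa 594 FP and total fluorescence read at 555/632 nm.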
# Starred values were filed as active, the others as inactive; ? = inconclusive; nt = no result given; & = joins results of further samples; [ ] = another dose, or the depositor's remark. Calls follow the shape of the dose curve; as a rule, active = well fitted curve in the direction sought with a large enough effect; inconclusive = small, poorly fitted or top-dose-only effect, or another doubt; inactive = no such curve, though single readings can be large; an effect the other way counts as inactive or inconclusive. Potency is read from the fitted curve at half-maximal effect.
compound	HTT ATP protect	GAA glycogen mod	GAA inhib	Tau fluor counter	Tau fibril FP	Tau fibril ThT	aGal spleen mod	aGlu spleen mod
O=C1C=C(NC2=CC3OC(c4ccccc4)OCC3OC2=O)CCC1 (configuration not stated)	13%[0.074 µM]	6%	-3%	-10%	?	28µM*	2%	-3%
COc1ccc(C(=O)N2CCC(n3nnc4cc(F)ccc43)CC2)cc1OC	11%[10 µM]	13%	6%	-2%	-2%	0%	-3%	0%
CC(OC(=O)c1ccc([N+](=O)[O-])s1)C(=O)Nc1ncc(Cl)cc1Cl (configuration not stated)	-10%[1.9 µM]	1%	-12%	-13%	-15%	-10%	1%	2%
OC(c1ccc2c(c1)OCO2)c1nccc2ccccc12 (configuration not stated)	17%[10 µM]	-8%	-3%	-15%	2%	-11%	5%	0%
O=C(c1ccc2c(c1)N(Cc1ccc(F)cc1)C(=O)c1ccccc1S2(=O)=O)N1CCCC1	nt	8%[76.3 µM]	nt	-13%	-6%	-1%	nt	nt
CCOC(=O)c1ccc(NC(=O)CC2SC(=NC)N(C)C2=O)cc1 (configuration not stated)	-2%	4%	-2%	-12%	-1%	-13%	6%	-4%
O=C(O)CSc1nc2ccccc2o1	-10%[10 µM]	-1%	-9%	0%	-4%	1%	-15%	0%
COc1ccc(C(=O)CCNc2ccc3c(c2)OCCO3)cc1	-19%	-45%	-5%	-21%	7%	?	4%	nt
Cc1ccc(NC(=S)NCCC(c2ccccc2)c2ccccc2)c(C)c1	15%[10 µM]	-14%	-9%	-23%	-1%	-4%	1%	-4%
Cc1cc(Cl)c2ccc3ccccc3c2n1	8%[10 µM]	6%	-4%	-16%	-15%	?	4%	3%
Cc1cc(/C=C(/C#N)c2cccc(Cl)c2)c(C)n1C	-24%	-1%	-8%	?	7%	?	8%	2%
COc1ccc(NC(=O)CN2CCN(S(=O)(=O)c3ccc(Cl)cc3)CC2)cc1	2%[0.074 µM]	-18%	-11%	-9%	1%	-5%	1%	0%
Cc1ccc2c(CC(=O)Nc3cccc(C(F)(F)F)c3)coc2c1	nt	-15%[76.3 µM]	nt	?	25µM*	1%	nt	nt
Cc1cc(C)n(CCN(C)c2nc3nonc3nc2NC2CC2)n1	4%[10 µM]	-11%	6%	-15%	-6%	-7%	-1%	-8%
O=c1c2ccccc2nc(-c2ccccc2)n1Cc1ccccc1	nt	7%	0%	-19%	-2%	-15%	-1%	-4%

# Record cards, as listed above. Values in the order: HTT ATP protect, GAA glycogen mod, GAA inhib, Tau fluor counter, Tau fibril FP, Tau fibril ThT, aGal spleen mod, aGlu spleen mod
# Shown for Cc1cc(/C=C(/C#N)c2cccc(Cl)c2)c(C)n1C = -24%, -1%, -8%, ?, 7%, ?, 8%, 2%
# Shown for OC(c1ccc2c(c1)OCO2)c1nccc2ccccc12 (configuration not stated) = 17%[10 µM], -8%, -3%, -15%, 2%, -11%, 5%, 0%

# (cont.)
compound	HTT ATP protect	GAA glycogen mod	GAA inhib	Tau fluor counter	Tau fibril FP	Tau fibril ThT	aGal spleen mod	aGlu spleen mod
COCCn1c(=O)[nH]c2cc(C(=O)N3CCN(c4ccccc4)CC3)ccc2c1=O	nt	-9%&13%[76.3 µM]	nt	-11%	-4%	-8%	nt	nt
Cc1cc(=O)oc(C)c1C(=O)NCCCN1CCN(c2ccc(F)cc2)CC1	-9%	12%	6%	-5%	-5%	-7%	-11%	-5%
Cc1nn(-c2ccccc2)c2sc(C(=O)NCCN3CCOCC3)cc12	-9%	4%	-7%	-20%	-10%	-8%	7%	-2%
CCCc1ccc(OCC(=O)NNC(=S)NC(=O)c2ccco2)cc1	10%	-2%	-2%	-17%	8%	?	1%	0%
COC(=O)c1c(NC(=O)CC2Sc3ccc(C(F)(F)F)cc3NC2=O)sc(C)c1C (configuration not stated)	1%[10 µM]	8%	-1%	-12%	-11%	-6%	-8%	-9%
COc1ccccc1-n1c(-c2cc(-c3ccco3)[nH]n2)n[nH]c1=S	17%[10 µM]	-23%	nt	-3%	5%	nt	13%	9%
CC1(C)C2CC=C(/C=N/NC(=O)c3ccc(O)cc3)C1C2 (configuration not stated)	-24%[10 µM]	5%	-29%	-7%	-1%	3%	3%	-2%
CC(=O)Nc1ccc(/C(C)=N/NS(=O)(=O)c2ccc(C)cc2)cc1	8%	5%	-1%	-8%	1%	-16%	1%	-3%
CCCCCCCn1c(=N)n(CC(O)c2ccco2)c2ccccc21 (configuration not stated)	25%[10 µM]	-14%	3%	-10%	-1%	-2%	3%	-6%
CCOC(=O)CCCCC(=O)c1[nH]c(=O)[nH]c1CSc1nc(C)cc(C)n1	-1%[10 µM]	-18%	-8%	7%	-1%	-6%	-2%	-9%
O=C(O)C1CCCCC1C(=O)NCCc1ccccc1 (configuration not stated)	12%	2%	-5%	5%	0%	-4%	-21%	1%
CCc1nc2ccc(C(=O)N3CCN(c4ccccc4F)CC3)cc2nc1CC	nt	-7%[76.3 µM]	nt	9%	5%	13%	nt	nt
Cc1cc(=O)n2c3ccccc3n(CC(O)CN3CCN(Cc4ccccc4)CC3)c2c1C#N (configuration not stated)	-12%[10 µM]	2%	nt	-9%	-5%	-8%	9%	7%
Cc1ccc(CNC(=O)C2CCN(S(=O)(=O)c3cnc[nH]3)CC2)cc1	6%	-6%	0%	-7%	5%	-3%	-4%	-1%
CC(=O)N1CCN(Cc2nc3cc(NC(=O)c4ccc(F)cc4)ccc3n2C)CC1	nt	9%	13%	2%	1%	-2%	1%	2%
CC(=O)Nc1cccc(NC(=O)CSc2nnnn2C(C)C)c1	30%[10 µM]	4%	?	1%	5%	-11%	7%	9%
Cc1cccc(C)c1NC(=S)N/N=C1\CC2CC=CC12 (configuration not stated)	12%	-7%	0%	2%	-5%	?	-1%	-2%
COc1cccc(-n2c(C)nc3c(cnn3-c3ccc(Cl)cc3)c2=O)c1	-4%	2%	-1%	3%	2%	-10%	13%	-4%
Cc1ccc2cc(CN(C)S(C)(=O)=O)c(=O)[nH]c2c1	9%	5%	-10%	-5%	-7%	-1%	-7%	-3%
Cc1ccc(Sc2ccc(N3CCCC(C(=O)Nc4ccc(F)cc4F)C3)nn2)cc1 (configuration not stated)	nt	1%[76.3 µM]	nt	-6%	1%	-2%	nt	nt
O=c1c2cn[nH]c2[nH]c(=S)n1-c1ccccc1Cl	-42%[inhibitor]	-2%	-3%	0%	3%	2%	-7%	-13%
CCCCOc1ccc(C(=O)Nc2cccc(C)n2)cc1	-4%	7%	-5%	-18%	8%	?	-5%	-2%
CCOC(=O)N1CCN(C(=O)C2CCN(C(=O)c3cc4sccc4n3CC)CC2)CC1	16%[10 µM]	-6%	-4%	-12%	-2%	?	-4%	4%
CCOC(=O)N1CCN(C(=O)CN(C2CCCCC2)S(=O)(=O)c2ccc(C)cc2)CC1	6%	-5%	-3%	7%	3%	5%	7%	5%
COCCOc1cc(NC(=O)CS(=O)(=O)CC(=O)N(C)C)c(Cl)cc1Cl	-1%[10 µM]	2%	nt	-5%	0%	-7%	-1%	-2%
O=C1CCCC(C(C(=O)OCc2ccccc2)C(=O)OCc2ccccc2)C1 (configuration not stated)	?	nt	nt	-1%	3%	2%	4%	-1%
CSc1nc2c(c(=O)[nH]1)CCCC2	-6%	-5%	0%	0%	-1%	0%	2%	-8%
CCOc1cnn(Cc2ccccc2)c(=O)c1SCc1ccccc1	19%[10 µM]	10%	-1%	-15%	0%	-11%	-9%	-5%
Cc1cc(Cl)ccc1NNC(N)=S	13%[10 µM]	?	nt	-12%	-5%	nt	-5%	1%
CCOC(=O)C1(Cc2cccc(OC)c2)CCN(CC=C(C)C)CC1	-8%[10 µM]	8%	-3%	-12%	0%	-10%	-6%	2%
CCN=c1scc(-c2ccco2)n1/N=C/c1ccc(OC)c(O)c1	-31%	-25%	-11%	16µM*[quencher]	?	10µM*	-5%	-6%
Cc1c(Nc2nc3ccccc3nc2N2CCN(c3ccccc3)CC2)c(=O)n(-c2ccccc2)n1C	2%[10 µM]	-16%	?	-25%	5%	?	1%	4%
CCC1=C2CC[C@H]3C(=O)N(C)C(=O)[C@H]3[C@H]2[C@@]2(C)C(=NCc3ccccc3)OC(=O)N2C1=O	-14%	nt	nt	-4%	-1%	-14%	-1%	2%
O=C1C(SC(F)(F)C(F)F)=C(C(F)(F)F)OC2C3C=CC(C3)C12 (configuration not stated)	-9%	8%	6%	-6%	-1%	-12%	-10%	-1%
CC1(C)Cc2c(sc3nc(C4CCCCC4)n(N)c(=O)c23)CO1	-3%[10 µM]	3%	-2%	-5%	-5%	-3%	5%	6%
Cc1ccc(N=C2NC(=O)/C(=C\c3ccco3)S2)cc1	nt	-4%	-2%	-27%	6%	?	-1%	-1%
CCc1nc2cc(Cl)c(Cl)cc2[nH]1	-1%[0.074 µM]	19%	?	-3%	5%	-1%	14%	-4%
Cc1nn(-c2ccccc2)c2sc(-c3nnc(SCC(=O)O)o3)cc12	-17%	-5%	-7%	-9%	0%	?	-21%	-9%
COc1ccccc1N(CC(=O)NC(C)(C)C)S(=O)(=O)c1cccs1	11%[10 µM]	-2%	-3%	-3%	-10%	-3%	-1%	1%
O=C(CCNc1n[nH]c(=O)[nH]c1=O)N/N=C/c1ccc(Cl)cc1	-12%	-1%	?	-7%	-4%	-16%	0%	2%

# Three entries picked at random from those above:
compound	HTT ATP protect	GAA glycogen mod	GAA inhib	Tau fluor counter	Tau fibril FP	Tau fibril ThT	aGal spleen mod	aGlu spleen mod
O=C1C(SC(F)(F)C(F)F)=C(C(F)(F)F)OC2C3C=CC(C3)C12 (configuration not stated)	-9%	8%	6%	-6%	-1%	-12%	-10%	-1%
Cc1ccc(N=C2NC(=O)/C(=C\c3ccco3)S2)cc1	nt	-4%	-2%	-27%	6%	?	-1%	-1%
CC1(C)Cc2c(sc3nc(C4CCCCC4)n(N)c(=O)c23)CO1	-3%[10 µM]	3%	-2%	-5%	-5%	-3%	5%	6%
